M. tuberculosis HTS: M. tuberculosis growth inhibition, HTS (AID 449762). M. tuberculosis H37Rv growth inhibition, 7H9 media; higher % means a stronger effect. one-dose inhibition, % at 25 µM; IC50 in µM for titrated hits. actives 0.59% (n = 330,000); in the data active means a potency from the dose series; inconclusive means inhibition above about 70% without an active follow-up result;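 further: bacterial growth assessed after seven days of incubation; strong numbers were not always called active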
H1N1 NS1A inhibition: H1N1 influenza NS1A inhibitors, functional cell based assay (AID 504329); actives 0.3% (n = 340,000); NS1A functional cell-based assay, percent inhibition; higher % means a stronger effect; inhibition, % at 12.5 µM; hits with a dose series show IC50 in µM; in the data active means a potency from the dose series; inconclusive means inhibition above about 27% without an active follow-up result; further: strong numbers were not always called active
PhoP GFP inhibition: Inhibition of PhoP regulon, Salmonella typhi GFP reporter cells, confirmation, 4 h (AID 1850); Salmonella Typhi PhoP-promoter GFP reporter, fluorescence, 4 h; higher % means a stronger effect; one-dose inhibition, % at 50 µM; IC50 in µM for titrated hits; actives 0.33% (n = 310,000); in the data active means a potency from the dose series; inconclusive means inhibition mostly from about 25% at the one dose, without a potency; inactive means the rest, 99 in 100 with inhibition below about 19%;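 further: 0% = induced wells with vehicle and 100% = uninduced wells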
VEEV TC-83 Vero: inhibitors of VEEV TC-83 cytopathic effect, confirmation, Vero cells (AID 588727). Vero cells, VEEV TC-83 cytopathic effect inhibition; higher % means a stronger effect. inhibition, % at 20 µM, or IC50 in µM where a hit was titrated. actives 0.13% (n = 350,000); in the data active means a potency from the dose series; inconclusive means inhibition mostly from about 14% at the one dose, without a potency; inactive means the rest, 99 in 100 with inhibition below about 12%; further: strong numbers were not always called active
M. tuberculosis: growth inhibition of non-replicating M. tuberculosis (AID 488890); Mycobacterium tuberculosis non-replicating, growth inhibition; higher % means a stronger effect; inhibition, % at 25 µM, or IC50 in µM where a hit was titrated; actives 0.39% (n = 320,000); in the data active means a potency from the dose series; inconclusive means inhibition mostly from about 82% at the one dose, without a potency; inactive means the rest, 99 in 100 with inhibition below about 76%;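 further: plate controls were DMSO cells for no effect and high antibiotic wells for full effect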
Starred values were filed as active, the others as inactive; i = inactive; ? = inconclusive; . = not tested or not shown; & = joins results of further samples.

no. | compound | M. tuberculosis HTS | H1N1 NS1A inhibition | PhoP GFP inhibition
1 | CSc1nc2ccc(NC(=O)C3=NN(c4ccccc4)C(=O)CC3)cc2s1 | ? | 3% | 6%
2 | COc1ccccc1N1CCN(C(=O)CCCn2c(=O)[nH]c3ccsc3c2=O)CC1 | -4% | 37% | -17%
3 | Cc1c(S(=O)(=O)c2ccccn2)c(N)n(Cc2ccccc2)c1C | 31% | . | -5%
4 | O=C(O)CN1C(=O)/C(=C\c2cc(Br)ccc2OCc2ccc(Cl)cc2Cl)SC1=S | -3% | -25% | -28%
5 | C/C(Cc1ccccc1)=N\NC(=O)CNC(=O)c1ccc(C(C)(C)C)cc1 | 3% | -5% | -1%
6 | Cc1ccccc1C(=O)N1CCC(C(=O)NC2CCCCC2)CC1 | 7% | 4% | -26%
7 | O=C(NC1CCCCC1)c1cccnc1C(=O)O | -3% | -7% | -7%
8 | O=S(=O)(Nc1cccc(-c2ccc3nncn3n2)c1)c1cccc(F)c1 | 28% | -6% | 2%
9 | Cc1nn(Cc2ccccc2Cl)c(C)c1NC(=O)c1nc2ncccn2n1 | -2% | -2% | 14%
10 | CCCCc1nc2sc3c(c2c(=O)[nH]1)CC(C)(C)OC3 | 3% | -20% | -1%
11 | N#C/C(=C/c1cc(Br)cs1)C(=O)NCC1CCCO1 (configuration not stated) | 6% | 0% | -4%
12 | COc1ccc(C)cc1NC(=O)c1ccc(OCc2c(C)noc2C)cc1 | -4% | -1% | .

no. | VEEV TC-83 Vero | M. tuberculosis
1 | 3.5% | ?
2 | 13% | .
3 | 5.4% | 7%
4 | 3.9% | 9%
5 | 1.9% | -9%
6 | 0.5% | -16%
7 | 1.4% | -7%
8 | 8.8% | 3%
9 | 0.8% | 2%
10 | 1.1% | -6%
11 | 6.0% | 22%
12 | 0.5% | 2%

A few values from the results shown.
M. tuberculosis, #3 → 7%
H1N1 NS1A inhibition, #6 → 4%
H1N1 NS1A inhibition, #2 → 37%

Carrying on:
no. | compound | M. tuberculosis HTS | H1N1 NS1A inhibition | PhoP GFP inhibition
13 | Cc1ccc(NC(=O)c2ccccc2NC(=O)c2cccs2)cc1 | 12% | 6% | 9%
14 | O=C1C(NS(=O)(=O)c2cccs2)=C(N2CCN(c3cccc(C(F)(F)F)c3)CC2)C(=O)c2ccccc21 | ? | 20µM* | 0%
15 | CCCCOc1ccc(C(=O)N/N=C/c2ccc(OCCN3CCCCC3)c(OC)c2)cc1 | 29µM* | 15% | 6%
16 | CCOC(=O)Cc1csc(NC(=O)c2cccc(Cl)c2)n1 | 3% | . | 5%
17 | CCn1c(SCC(=O)Nc2ccc(Br)cc2)nc2sc3c(c2c1=O)CCN(C)C3 | -1% | 8% | 12%
18 | CN(C(=O)c1cccc(NC(=O)Cc2ccc(NC(=O)C3CCCN(C(=O)C4CCC4)C3)cc2)c1)C1CCC1 (configuration not stated) | . | -1% | .
19 | COC(=O)Nc1ccc(S(=O)(=O)N2CCC(C(=O)N3CCCC(C)C3)CC2)cc1 (configuration not stated) | -1% | -7% | 1%
20 | CN(Cc1cccc(-n2cccn2)c1)C(=O)CCc1nnc(C2CCCCC2)o1 | 1% | -4% | 1%
21 | Cc1ccccc1C1=NC(c2ccc(F)cc2F)ON1 (configuration not stated) | -7% | -13% | 2%
22 | O=C(NCc1cccnc1)c1ccc(CS(=O)(=O)c2ccc(Br)cc2)o1 | -10% | -6% | -5%
23 | O=c1[nH]c(CCl)nc2cc(-c3ccc(F)cc3)sc12 | ? | -5% | -2%
24 | CC1CCN(c2ccc(NC(=S)NC(=O)c3ccco3)cc2)CC1 | 69% | 10% | -6%

no. | VEEV TC-83 Vero | M. tuberculosis
13 | 0.8% | -8%
14 | 6.3% | 44%
15 | i | ?
16 | 3.2% | 51%
17 | 0.8% | 66%
18 | 0.9% | .
19 | 0.8% | 19%
20 | 0.8% | 4%
21 | 7.5% | 8%
22 | 0.8% | -6%
23 | ? | ?
24 | i | ?

Profiles from above. Screens in order: M. tuberculosis HTS, H1N1 NS1A inhibition, PhoP GFP inhibition, VEEV TC-83 Vero, M. tuberculosis
COC(=O)Nc1ccc(S(=O)(=O)N2CCC(C(=O)N3CCCC(C)C3)CC2)cc1 (configuration not stated) in the list: -1%, -7%, 1%, 0.8%, 19%
Cc1ccccc1C(=O)N1CCC(C(=O)NC2CCCCC2)CC1 in the list: 7%, 4%, -26%, 0.5%, -16%
Cc1ccc(NC(=O)c2ccccc2NC(=O)c2cccs2)cc1 in the list: 12%, 6%, 9%, 0.8%, -8%
O=C(NCc1cccnc1)c1ccc(CS(=O)(=O)c2ccc(Br)cc2)o1 in the list: -10%, -6%, -5%, 0.8%, -6%
CN(C(=O)c1cccc(NC(=O)Cc2ccc(NC(=O)C3CCCN(C(=O)C4CCC4)C3)cc2)c1)C1CCC1 (configuration not stated) in the list: ., -1%, ., 0.9%, .

(cont.)
no. | compound | M. tuberculosis HTS | H1N1 NS1A inhibition | PhoP GFP inhibition
25 | CCCC(C)NC(=O)C1CCN(C(=O)C2CC(=O)N(c3ccc(C)cc3)C2)CC1 (configuration not stated) | -6% | 7% | 4%
26 | CC(C)(C)c1ccc(C(=O)NNc2ncccc2-n2cccc2)cc1 | 4% | -15% | -6%
27 | Cn1c(=O)cc(OCCCC(=O)NC2CCCC2)c2ccccc21 | 2% | -25% | 0%
28 | O=C(CSCc1ccc(Cl)cc1)NCC1CCCO1 (configuration not stated) | -4% | 2% | 11%
29 | CCOc1ccc(-n2c(C)c(C(C)=O)c3cc(OCC(N)=O)ccc32)cc1 | 5% | -8% | -10%
30 | O=C(NC1CCCc2ccccc21)c1cc(Cl)ccn1 (configuration not stated) | 10% | 6% | 10%
31 | Cc1cc2ncc(C(=O)N=CN(C)C)cn2n1 | 6% | -7% | -6%
32 | COc1ccccc1OCC(=O)Nc1nc2c(s1)CCCC2 | 4% | 0% | -23%
33 | COc1cc(C(C2C(=O)CC(C)(C)CC2=O)C2C(=O)CC(C)(C)CC2=O)ccc1OC(C)=O | 14% | -3% | 3%
34 | COc1ccccc1CNC(=O)c1cc(-c2ccccc2)nn1CC1CC(c2cccnc2)=NO1 (configuration not stated) | -9% | 3% | 2%
35 | CS/C(=C\[N+](=O)[O-])Nc1ccc(F)cc1 | 67% | -6% | -12%
36 | COc1ccc(NC(=O)C2CCN(C(=O)c3ccc(OC)cc3)CC2)cc1 | 3% | 8% | -18%

no. | VEEV TC-83 Vero | M. tuberculosis
25 | 0.4% | -14%
26 | 2.6% | -13%
27 | 7.2% | 2%
28 | 1.0% | 59%
29 | 5.8% | 22%
30 | 2.0% | 35%
31 | i | 42%
32 | 24µM* | 34%
33 | 2.6% | ?
34 | 11% | 9%
35 | 0.8% | ?
36 | i | 9%

The list goes on.
no. | compound | M. tuberculosis HTS | H1N1 NS1A inhibition | PhoP GFP inhibition
37 | Cc1nc(-n2[nH]c3c(c2=O)CCCC3)[nH]c(=O)c1Cc1ccccc1 | ? | -9% | 0%
38 | CCCCNCCOCCOc1ccc(C)cc1Br | -5% | -1% | -9%
39 | c1cncc(-c2nnc(C3CCCCC3)o2)c1 | -12% | 0% | -8%
40 | CC(C)c1ccc(NC2CCCN(C(=O)c3n[nH]c4c3CCC4)C2)cc1 (configuration not stated) | 8% | 8% | 1%
41 | Cc1nc(CSc2nnc3scc(-c4ccc(Cl)cc4)n23)cs1 | 6% | -10% | -6%
42 | CC1CC(C)CN(C2CCN(Cc3cccnc3)CC2)C1 (configuration not stated) | 4% | -10% | -3%
43 | O=C(NCCCN1CCOCC1)c1ccc(NS(=O)(=O)c2cccc([N+](=O)[O-])c2)cc1 | -11% | -7% | -9%
44 | O=C(Cn1c(=O)n(CCCCC(=O)NC2CCCC2)c(=O)c2ccccc21)NCCC1=CCCCC1 | 4% | -5% | 2%
45 | CN(CC(=O)N1CCN(Cc2ccccc2)CC1)S(=O)(=O)c1ccc(Br)cc1 | 18% | -4% | -1%
46 | CCOC(=O)C1CCCN(CCc2ccccc2)C1 (configuration not stated) | 2% | -2% | 4%
47 | Cc1ccccc1S(=O)(=O)Cc1ccc(C(=O)N2CCN(C3CCCCC3)CC2)o1 | 3% | -5% | -19%
48 | CC1CCCCN1c1cc(C#N)c(C#N)cc1[N+](=O)[O-] (configuration not stated) | 11% | 14% | 22%

no. | VEEV TC-83 Vero | M. tuberculosis
37 | >25µM* | ?
38 | i | 57%
39 | 0.3% | ?
40 | 1.0% | 26%
41 | 3.7% | 10%
42 | i | -5%
43 | 1.1% | -16%
44 | 1.5% | -12%
45 | 5.6% | 26%
46 | 1.2% | -11%
47 | 0.6% | 11%
48 | i | -7%

Further results follow:
no. | compound | M. tuberculosis HTS | H1N1 NS1A inhibition | PhoP GFP inhibition
49 | O=C1CC(c2ccc(Cl)cc2)SC(N(c2ccccc2)c2ccccc2)=N1 (configuration not stated) | -1% | -13% | -2%
50 | Cc1ccc(N2C(=O)c3cccc4c(Oc5ccccc5[N+](=O)[O-])ccc(c34)C2=O)c(C)c1 | 9% | -2% | -6%
51 | O=C(Nc1cccc(Cl)c1)OCc1cnc(Cl)s1 | -2% | -3% | 6%
52 | Cc1cc(C)c2c(=O)n(CC(=O)NCCCN3CCOCC3)sc2n1 | -13% | 3% | -11%
53 | CCN(CC)CC(=O)Nc1ccccc1SCC(=O)Nc1ccsc1C(=O)OC | 3% | 11% | -2%
54 | CCn1cc(C(=O)NCCN(C)CCc2ccccc2)c(=O)c2cc(S(=O)(=O)N(C)C)ccc21 | -24% | -1% | 10%
55 | CC(/C=N/NC(=O)c1ccncc1)=C\c1ccco1 | ? | -3% | 0%
56 | Cc1ccc(-c2ccc3c(c2)S(=O)(=O)c2ccccc2C3=O)cc1 | 2% | . | 6%
57 | Cc1ccc(NC(=O)c2nnn(-c3cccc(C(F)(F)F)c3)c2N)cc1 | 0% | 1% | 7%
58 | COc1ccccc1NS(=O)(=O)c1cccc(NS(=O)(=O)c2ccc(Cl)c(C(=O)O)c2)c1 | 1% | -5% | .
59 | FC(F)(F)c1nc2ccccc2n2c(-c3ccc(Cl)cc3)nnc12 | -1% | 4% | -4%
60 | CC(C)(Oc1ccc(Cl)cc1)C(=O)NCc1ccco1 | -6% | -2% | -2%

no. | VEEV TC-83 Vero | M. tuberculosis
49 | 5.2% | -7%
50 | i | -4%
51 | 2.1% | 9%
52 | 0.8% | 8%
53 | 2.2% | 10%
54 | 0.6% | 1%
55 | 8.4% | 48%
56 | . | -19%
57 | 0.3% | -11%
58 | i | -13%
59 | 6.8% | 3%
60 | 0.9% | 35%

Among those listed so far, these have a tert-butyl group.
no. | compound | M. tuberculosis HTS | H1N1 NS1A inhibition | PhoP GFP inhibition
5 | C/C(Cc1ccccc1)=N\NC(=O)CNC(=O)c1ccc(C(C)(C)C)cc1 | 3% | -5% | -1%
26 | CC(C)(C)c1ccc(C(=O)NNc2ncccc2-n2cccc2)cc1 | 4% | -15% | -6%

no. | VEEV TC-83 Vero | M. tuberculosis
5 | 1.9% | -9%
26 | 2.6% | -13%

Next records:
no. | compound | M. tuberculosis HTS | H1N1 NS1A inhibition | PhoP GFP inhibition
61 | Clc1ccccc1-c1nnc2sc(-c3ccco3)nn12 | 5% | -5% | 9%
62 | COc1ccccc1CCNC(=O)c1cc(COc2cccc(C(F)(F)F)c2)on1 | ? | 6% | -3%
63 | COCc1cc(C)nc2sc3c(=O)n(Cc4ccco4)nnc3c12 | . | 8% | .
64 | COc1ccc(NC(=O)/C(C#N)=C\C=C\c2ccco2)cc1 | 8% | 8% | -5%
65 | CC1CCCC(NC(=O)CCNS(=O)(=O)c2ccc(Br)cc2)C1C (configuration not stated) | 0% | -1% | 4%
66 | COc1cccc(C(c2nnnn2Cc2ccccc2)N2CCN(C3CCCC3)CC2)c1OC (configuration not stated) | 3% | -4% | 8%
67 | CCc1cc2cc(C)ccc2nc1SCC(=O)Nc1cc(C)on1 | 2% | -7% | -7%
68 | CC(=O)N1c2ccccc2NC2=C(C(=O)CCC2)C1c1ccco1 (configuration not stated) | -10% | -7% | 0%
69 | CCn1c(SCC(=O)NCc2ccco2)nnc1C1CCCC1 | -22% | 17% | -5%
70 | O=C(C1CCN(S(=O)(=O)N2CCC3(CC2)OCCO3)CC1)N1CCC(Cc2ccccc2)CC1 | 3% | 0% | 0%&-4%
71 | N/C(=N\O)c1ccncc1 | -4% | 7% | -1%

no. | VEEV TC-83 Vero | M. tuberculosis
61 | 1.0% | 22%
62 | 5.4% | 32%
63 | i | .
64 | 0.4% | ?
65 | i | 9%
66 | 6.8% | 2%
67 | 5.4% | 12%
68 | i | 1%
69 | 0.3% | -3%
70 | 0.7% | 74%
71 | i | 3%

Screening data from PubChem BioAssay.

Hits appear at their usual frequency; 1.5% or so of the library scored in one or more.
